Screens (PubChem)
p53ts 32C tox = p53ts cell cytotoxicity, permissive temperature. Potency, µM (highest dose often 46.1 µM), inactives show at the top dose activity change, negative = cytotoxicity, usual class: cytotoxic. hit rate 0.93% among 130,000. H1299-p53A138V at 32C, ATP luminescence viability, 24 h;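 note: 0% = DMSO and -100% = full killing by reference compound; nearly all actives have a fitted effect of over 55% in size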
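Cells: H1299 p53ts (A138V), 600/well, pre-incubated 16–30 h at 37C. Cpd up to 46 uM, 24 h, 32C. Readout: ATPlite luminescence, 20 min RT. Normalization: DMSO vs tamoxifen 100 uM. AC50 by Hill equation.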
IkB sig inh = IkB pathway inhibition in ABC-DLBCL cells. ABC-DLBCL IkBa-CBG/CBR dual luciferase ratio, 4 h; response scale: scaled: untreated 0%, proteasome inhibitor 100%. hit rate 0.04% among 110,000. Potency, µM (series often up to 57.1 µM), inactives show at the top dose IkBa stabilization activation; active = well fitted curve in the direction sought with a large enough effect in the signal ratio, not every such curve was filed as active; inconclusive = small, poorly fitted or top-dose-only effect, or a change in a side signal; the % refers to the signal ratio;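 note: the direction sought is a rising ratio; 0% = basal untreated cells and 100% = reference inhibitor full response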
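Luminescence ratio of IκBα-fused green versus native red beetle luciferase in OCI-Ly3 cells, 4 h post-doxycycline with compound; red signal alone, scaled from basal (0%) to zero light (-100%), flagged nonspecific or cytotoxic effects.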
Imprint erasure = induces erasure of genomic imprints in mouse ES cells; Potency, µM (highest dose often 60.7 µM), for the others: at the highest dose activity change, positive = activation, usual class: activators; hit rate 0.02% among 110,000; mouse ES Peg3-LacZ reporter, beta-gal luminescence, 40 h;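 note: 0% = negative control wells on the plate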
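Each well holds 300 Peg3LacZ-Neo (maternal) female ES cells incubated 40 h at 37C, 5% CO2. LacZ is measured by BetaGlo luminescence, with AC50 and maximum efficacy derived from dose-response curves.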
p53ts 39C kill = cytotoxicity in p53ts cells at nonpermissive temperature; H1299-p53A138V viability at 39C, ATP luminescence, 24 h; Potency, µM (titrated, usually from 46.1 µM), without a hit: top-dose activity change, negative = cell killing, hits mostly cytotoxic; hit rate 1.5% among 130,000; note: nearly all actives have a fitted effect of over 55% in size
The depositor's hits bear a star; ? = inconclusive; / = not tested or not shown; & = joins results of further samples; [ ] = dose if it differs, or a comment. Unless noted, calls come from the whole dose curve; as a rule, active = well fitted curve in the direction sought with a large enough effect; inconclusive = small, poorly fitted or top-dose-only effect, or another doubt; inactive = no such curve, though single readings can be large; an effect the other way counts as inactive or inconclusive. Unless noted, % is set by controls: 0 for no effect and ±100 for the full control effect; potency is the fitted concentration of half-maximal effect.

SMILES	p53ts 32C tox	IkB sig inh	Imprint erasure	p53ts 39C kill
OCCNc1nc(OCC(F)(F)F)nc(N2CCN(C34CC5CC(CC(C5)C3)C4)CC2)n1	-12.2%	-0.9%	-5.7%	-4.4%
O=C(Cc1ccccc1)N1CCN(C(=O)c2cccs2)CC1	3.8%	-1.5%	-4.2%	8.6%
COc1ccc(-c2nc3cnc(Oc4cccc(Cl)c4)nc3n(C[C@H]3CCCO3)c2=O)cc1	0.9%	5.1%[11.4 µM]	-19.3%	-2.4%
CCN(CC)c1cc(C)c2cc(NC(=O)c3ccccc3OC)ccc2n1	-9.9%	?	-14.3%[10.9 µM]	?
Cc1ccc(S(=O)(=O)N2CCN(C3CC(=O)N(Cc4ccccc4)C3=O)CC2)cc1C (stereo not drawn)	3.7%	?	-14.8%	-6.8%
CC(NS(=O)(=O)c1ccc(Br)cc1)C(N)=O (stereo not drawn)	5.2%	-0.4%	1.1%	15.8%
COc1cccc2cc(-c3nnc(SCC(=O)Nc4cc(C(F)(F)F)ccc4Cl)n3N)oc12	-0.8%	4.7%	-15.4%	-4.3%
CC(=O)c1cccc(NC(=O)NCc2cccnc2)c1	1.4%	-1.9%	-7.6%	0.2%
CCN(CCCNC(=O)Cn1ncc2c3ccccc3n(C)c2c1=O)Cc1ccccc1	-10.7%	?	13.5%[10.9 µM]	?
Cc1csc(NC(=O)CCc2nc3ccccc3s2)n1	4.0%	1.4%	-7.2%	-14.9%
COc1ccc2oc(=N)c(C(=O)Nc3ccccc3)cc2c1	-27.4%	?	-4.7%	?
COc1cc(Cl)c(C)cc1NC(=O)CCc1c(C)nc2c3cccnc3nn2c1C	9.1%	?	-8.5%[10.9 µM]	-4.1%
COc1ccc(OC)c(N2C(=O)C(Cl)=C(N3CCCCC3)C2=O)c1	0.6%	2.1%	-15.2%	8.7%
CC1Cc2ccccc2N1C(=O)CSc1nnnn1Cc1ccccc1 (stereo not drawn)	-3.4%	3.3%	-13.4%	-8.0%
CCCCc1nn2c(=O)cc(COC(=O)c3ccc(NC(=O)c4ccccc4Cl)cc3)nc2s1	-6.1%	-1.2%	-9.7%[10.9 µM]	-17.0%
CCc1c(C)[nH]c2c1C(=O)[C@H](CN1CCOCC1)CC2	6.5%[20.6 µM]	-0.3%[25.6 µM]	-5.1%[16.8 µM]	1.8%[20.6 µM]
Cn1c(C(=O)N2CCCCCC2)cc2c(=O)n(C)c3ccccc3c21	3.0%	-1.8%	-12.1%	11.9%
COc1ccccc1CCC(=O)Nc1nc2ccccc2[nH]1	-24.4%	?	-35.2%[inhibitor]	?
Cn1c(COc2ccccc2)nnc1SCCC(=O)Nc1ccccc1	-6.3%	3.4%	-1.5%	-13.1%
Cc1c(Cl)cccc1NC(=O)c1cc(-c2ccc(O)cc2)on1	12.9%	?	-16.8%	-5.9%
NC(=O)NO	-7.1%&4.0%	-2.0%	7.3%&-9.1%	14.9%&-12.1%
Cc1nc2c(-c3ccccc3)c(C)nn2c(C)c1CCC(=O)NCc1ccco1	3.3%	0.1%	-4.7%	7.3%
CCOC(=O)c1cc2sccc2n1CC(=O)N1CCCc2ccccc21	-1.5%	1.1%	/	-3.9%
CCn1c(CNC(=O)c2ccc(OC)cc2)nnc1SCC(=O)c1ccccc1	2.2%	0.2%	-8.1%	8.0%
CCn1c2ccccc2c2nnc(SCC(=O)NCc3cccs3)nc21	2.5%	-0.3%	-13.1%	-10.7%
Cc1c(Cl)cccc1NC(=O)CCS(=O)(=O)c1ccc(Br)s1	2.7%	2.5%	5.0%[10.9 µM]	1.8%
CC1(C(=O)O)CCC(C(=O)NCCc2ccccc2)C1(C)C (stereo not drawn)	0.4%	0.5%	1.1%	0.8%
Cc1nn(Cc2ccc(F)cc2)c(C)c1NC(=O)c1cc(-c2ccco2)on1	-19.0%	5.1%	-13.6%	-6.6%
CCOc1ccc(/C=C/c2nc(C#N)c(NCCc3ccccc3)o2)cc1	21.2%	-1.5%	-23.0%[10.9 µM]	?
Cc1ccc(-c2cnc(NCc3ccc(C(F)(F)F)cc3)n2C)cc1	-13.6%	-1.4%	-31.4%[inhibitor][10.9 µM]	?
CCOc1ccc(OCC)c(NC(=O)c2ccc(CNc3c(N4CCOCC4)c(=O)c3=O)cc2)c1	7.9%	0.9%	-12.9%	-11.2%
CCOc1ccc(C(=O)Nc2ccc3c(c2)CCCN3S(=O)(=O)c2ccc(C)cc2)cc1	-5.4%	2.0%	?	-13.6%
Clc1ccc(OCc2nnc(SCCN3CCCCC3)n2Cc2ccco2)cc1	-7.6%	?	-12.5%	-6.4%
Cc1cccc(-c2cc3nc(C)cc(N4CC(C)CC(C)C4)n3n2)c1 (stereo not drawn)	-22.2%	/	/	0.8%
Cc1ccc(CN(C(=O)COc2cccc([N+](=O)[O-])c2)c2ccccn2)o1	?	?	-12.4%[10.9 µM]	-1.5%
CCOC(=O)N1CCc2c(sc3c2C(=O)NC(c2ccccc2F)N3)C1 (stereo not drawn)	12.0%	0.2%	7.6%[10.9 µM]	-8.4%
O=C(NCCc1ccccc1)C1CC(c2ccccc2O)=NO1 (stereo not drawn)	4.6%	-3.2%	-5.1%	5.8%
CCc1nc2ccc(C(=O)N3CCN(c4cccc(OC)c4)CC3)cc2nc1CC	-1.1%	-0.5%	-15.4%[10.9 µM]	-25.0%
COc1ccc(-c2nn(CCC(=O)O)cc2CCC(=O)O)cc1	0.4%	0.5%	-2.4%	5.2%
CC1(C)CC(CCC(=O)Nc2ccccc2Cl)C(=O)O1 (stereo not drawn)	-3.7%	0.5%	-1.3%	4.2%
CC1CCC(NC(=O)CCc2cn(Cc3ccc(F)cc3)c3ccccc23)CC1 (stereo not drawn)	4.6%	-1.8%	-14.9%[10.9 µM]	-28.8%
C[C@]12CC[C@@H]3c4ccc(O)cc4CC[C@H]3[C@@H]1CC[C@@H]2O	-9.8%	1.7%	-9.6%&-6.4%&3.2%	-12.2%
Cn1nnnc1SCC(=O)N1CCN(C(c2ccccc2)c2ccccc2)CC1	11.9%	6.9%	-30.4%[inhibitor]	7.1%
CCN(CC)c1ccc(CNS(=O)(=O)c2cc3c(cc2C)NC(=O)CO3)cc1	-0.2%	-1.1%	10.8%[10.9 µM]	10.7%
CCSc1nnc(NC(=O)c2csc3c2CCC(C)C3)s1 (stereo not drawn)	9.8%	-1.8%	7.6%	3.4%

(next part)
Results follow in this order: p53ts 32C tox | IkB sig inh | Imprint erasure | p53ts 39C kill
- O/N=C(\c1ccc(Cl)cc1)c1cc2ccccc2o1
  12.6% | 11.5% | -14.5% | -1.3%
- COc1cc(O)c(NC(C)=O)c2nonc12
  -3.2% | 0.7% | -4.6% | -13.7%
- COc1ccc(-n2c(C)cc(C(=O)CSc3nnc(-c4cccs4)o3)c2C)cc1
  -17.8% | 11.5% | -24.7% | 2.6%
- CCOCCCNS(=O)(=O)c1ccc2c(c1)CCN2C(=O)CC
  4.2% | -0.6% | -3.0% | -1.0%
- O=C(COC(=O)CCCN1C(=O)c2cccc3cccc(c23)C1=O)Nc1ccc(Cl)cc1
  25.4% | / | / | -7.4%
- CCc1ccc(NC(=O)Cn2cc(S(=O)(=O)N3CCCC3)c(S(=O)(=O)N3CCCC3)c2)cc1
  -0.4% | -2.2% | -7.4%[10.9 µM] | 9.1%
- COc1ccccc1-c1cn(S(=O)(=O)c2ccc(F)cc2)nc1N
  -3.7% | ? | -19.7% | 3.4%
- C=CCNc1sc(C(=O)C(C)(C)C)c(N)c1C#N
  17.5% | -1.8% | 2.8% | 2.7%
- O=C(NCCN1CCCC1)C1COc2ccccc2O1 (stereo not drawn)
  4.9% | 0.0% | -9.7% | 5.1%
- COc1ccc(-c2noc(CCCOc3ccccc3)n2)cc1OC
  0.0% | 1.2% | -11.8% | -6.7%
- CCOC(=O)CSc1ncnc2c1cnn2-c1ccc(C)cc1
  ? | ? | -68.8%[inhibitor] | -22.9%
- CCCOC(=O)c1c(NC(=O)c2cc3nc(-c4ccc(OC)cc4)cc(C(F)(F)F)n3n2)sc2c1CCCC2
  6.1% | 4.0% | -10.5%[10.9 µM] | 10.4%
- O=c1c2c(nc3c(-c4ccccc4)c[nH]n13)CCCC2
  -14.9% | 4.3% | -15.5% | -28.3%
- CCOC(=O)CNC(=O)N1CCCN(S(=O)(=O)c2ccc3c(ccn3CC)c2)CC1
  16.7% | 0.4% | 21.2%[10.9 µM] | -6.6%
- Clc1ccc(Cl)c2sc(N3CCOCC3)nc12
  -3.0% | -0.5% | -2.8% | -12.4%
- Cc1[nH]c2ccccc2c1Cc1nnc(SCC(N)=O)o1
  -0.3% | -0.4% | 1.1% | -2.1%
- COc1ccc(CN(CCCN2CCOCC2)S(=O)(=O)N(C)C)cc1OC
  11.9% | -0.3% | -16.6% | 7.8%
- CCCCc1nn2c(=O)cc(COC(=O)c3cccc(NC(=O)CCc4ccccc4)c3)nc2s1
  -0.6% | ? | 10.3%[10.9 µM] | -9.9%
- CC1(C)C=Cc2c(c3ccccc3[nH]c2=O)O1
  5.4% | 0.8% | -10.2% | -5.1%
- O=C(Nc1ccccc1C(F)(F)F)c1ccc(F)c(S(=O)(=O)N2CCc3ccccc3C2)c1
  -4.3% | 2.1% | -12.4%[10.9 µM] | -13.5%
- CCc1cccc(CC)c1NC(=O)c1c(C)oc2ccc(O)c(CN3CCN(C)CC3)c12
  -1.0% | ? | -10.3%[10.9 µM] | 9.7%
- Cc1cn([C@H]2C[C@H](O)[C@@H](COC(N)=O)O2)c(=O)[nH]c1=O
  2.0%[9.22 µM] | 2.5%[11.4 µM] | -6.6%[10.9 µM] | 11.2%[9.22 µM]

Ordered by number of heavy atoms (high to low): 10 of the compounds above
Results follow in this order: p53ts 32C tox | IkB sig inh | Imprint erasure | p53ts 39C kill
- CCCCc1nn2c(=O)cc(COC(=O)c3cccc(NC(=O)CCc4ccccc4)c3)nc2s1
  -0.6% | ? | 10.3%[10.9 µM] | -9.9%
- CCc1ccc(NC(=O)Cn2cc(S(=O)(=O)N3CCCC3)c(S(=O)(=O)N3CCCC3)c2)cc1
  -0.4% | -2.2% | -7.4%[10.9 µM] | 9.1%
- O=C(COC(=O)CCCN1C(=O)c2cccc3cccc(c23)C1=O)Nc1ccc(Cl)cc1
  25.4% | / | / | -7.4%
- COc1ccc(-n2c(C)cc(C(=O)CSc3nnc(-c4cccs4)o3)c2C)cc1
  -17.8% | 11.5% | -24.7% | 2.6%
- COc1ccc(-c2noc(CCCOc3ccccc3)n2)cc1OC
  0.0% | 1.2% | -11.8% | -6.7%
- COc1ccccc1-c1cn(S(=O)(=O)c2ccc(F)cc2)nc1N
  -3.7% | ? | -19.7% | 3.4%
- CCOC(=O)CSc1ncnc2c1cnn2-c1ccc(C)cc1
  ? | ? | -68.8%[inhibitor] | -22.9%
- Cc1cn([C@H]2C[C@H](O)[C@@H](COC(N)=O)O2)c(=O)[nH]c1=O
  2.0%[9.22 µM] | 2.5%[11.4 µM] | -6.6%[10.9 µM] | 11.2%[9.22 µM]
- CC1(C)C=Cc2c(c3ccccc3[nH]c2=O)O1
  5.4% | 0.8% | -10.2% | -5.1%
- COc1cc(O)c(NC(C)=O)c2nonc12
  -3.2% | 0.7% | -4.6% | -13.7%
